TexasRed fluor: Total Fluorescence Counterscreen for Inhibitors of the Interaction of Thyroid Hormone Receptor and Steroid Receptor Coregulator 2. TRb/SRC2 Texas Red total fluorescence interference. Potency, µM (titrated, usually from 106 µM), inactives show top-dose fluorescence change, negative = quenching. actives 0.29% (n = 280,000). AID 1479, 2009; active means well fitted curve in either direction with a large enough effect; inconclusive means small, poorly fitted or top-dose-only effect; further: on the % scale 0 is the no-effect control and ±100 the full control effect
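Human TRβ ligand-binding domain (0.6 uM) and Texas Red SRC2 peptide (20 nM) in Tris buffer with 1 uM T3 and 5% DMSO were incubated with pinned compound for 5 hr at ambient temperature. Total fluorescence was computed as S + 2P (555/632 nm).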
Tau fibril FP: qHTS for Inhibitors of Tau Fibril Formation, Fluorescence Polarization | K18 P301L tau heparin fibrillization, Alexa594 FP, 6 h | Potency, µM (top dose mostly 57.7 µM), inactives show at the highest dose activity, negative = inhibition, most hits filed as inhibitors | actives 0.39% (n = 280,000) | AID 1468, 2008; further: on the % scale 0 is the no-effect control and ±100 the full control effect; nearly all actives have a fitted effect of over 55% in size
Target sequence (P10636 561-689 P618L limits assumed): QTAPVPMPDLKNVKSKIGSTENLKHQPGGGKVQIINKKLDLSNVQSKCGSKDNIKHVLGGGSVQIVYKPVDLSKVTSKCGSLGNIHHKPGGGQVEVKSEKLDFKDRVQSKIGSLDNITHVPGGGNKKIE
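Recombinant K18 P301L […], labeled with Alexa 594 at 0.24 uM over 15 uM unlabeled; heparin inducer 20 uM final; 37 C, 6 hr; FP endpoint.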
L3MBTL1 inh: qHTS Assay for the Inhibitors of L3MBTL1; AID 485360, 2010; Lethal(3)malignant brain tumor-like protein 1 (Homo sapiens), Q9Y468; Potency, µM (top dose mostly 57.1 µM), for the others: top-dose activity, negative = inhibition, hits mostly inhibitors; actives 0.66% (n = 230,000); AlphaScreen L3MBTL1–H3K9me1 peptide binding; further: on the % scale 0 is the no-effect control and ±100 the full control effect; nearly all actives have a fitted effect of over 60% in size
Target sequence (Q9Y468 whole entry, looked up): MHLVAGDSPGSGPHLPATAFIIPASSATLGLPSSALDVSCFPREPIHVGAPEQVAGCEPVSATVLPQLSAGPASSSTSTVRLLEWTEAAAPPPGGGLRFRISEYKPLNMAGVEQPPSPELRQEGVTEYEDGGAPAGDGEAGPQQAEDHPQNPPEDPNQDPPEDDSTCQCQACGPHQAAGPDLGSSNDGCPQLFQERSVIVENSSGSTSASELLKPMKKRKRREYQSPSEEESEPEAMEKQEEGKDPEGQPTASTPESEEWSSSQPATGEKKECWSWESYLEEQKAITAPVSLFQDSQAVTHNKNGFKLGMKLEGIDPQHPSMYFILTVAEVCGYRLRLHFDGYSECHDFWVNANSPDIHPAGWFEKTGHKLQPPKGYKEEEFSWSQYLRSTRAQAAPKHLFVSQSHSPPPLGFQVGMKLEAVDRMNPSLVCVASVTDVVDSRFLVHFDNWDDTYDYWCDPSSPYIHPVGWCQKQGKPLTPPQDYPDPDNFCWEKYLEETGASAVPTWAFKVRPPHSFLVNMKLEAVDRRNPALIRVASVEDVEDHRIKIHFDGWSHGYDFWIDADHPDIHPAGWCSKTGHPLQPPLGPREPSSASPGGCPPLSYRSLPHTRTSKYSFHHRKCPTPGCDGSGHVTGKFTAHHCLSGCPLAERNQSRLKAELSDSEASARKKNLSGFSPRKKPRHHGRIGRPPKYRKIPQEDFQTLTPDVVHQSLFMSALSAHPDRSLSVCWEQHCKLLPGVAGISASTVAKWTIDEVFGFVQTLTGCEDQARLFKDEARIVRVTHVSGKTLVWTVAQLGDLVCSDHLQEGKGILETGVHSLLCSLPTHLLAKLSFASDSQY
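AlphaScreen assay: L3MBTL1 (50 nM final) was preincubated 30 min at room temperature with biotinylated H3(1-15)K9me1 peptide (75 nM final), then 30 min with library compounds; streptavidin donor and nickel chelate acceptor beads (10 ug/mL final) added, 30 min dark.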
Tau fluor cs: Counterscreen qHTS for Inhibitors of Tau Fibril Formation, Fluorescence Polarization | tau K18 P301L Alexa594 fluorescence, heparin fibrillization | Potency, µM (series often up to 57.7 µM), for the others: top-dose activity change, negative = decrease | actives 0.93% (n = 280,000); further: on the % scale 0 is the no-effect control and ±100 the full control effect; nearly all actives have a fitted effect of over 55% in size
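Human K18 P301L tau (15 uM unlabeled plus 0.24 uM Alexa 594-labeled, final) in 100 mM sodium acetate pH 7 was mixed with compound and 20 uM heparin and incubated 6 hr at 37 C.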
Tau ThT inhib: qHTS for Inhibitors of Tau Fibril Formation, Thioflavin T Binding. Microtubule-associated protein tau (Homo sapiens), P10636. recombinant tau K18 P301L, heparin-induced fibrillization, ThT fluorescence. Potency, µM (highest dose often 57.4 µM), without a hit: at the top dose activity, negative = inhibition, hits mostly inhibitors. actives 2.1% (n = 270,000); further: on the % scale 0 is the no-effect control and ±100 the full control effect; nearly all actives have a fitted effect of over 55% in size
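Using a mix of unlabeled (15 uM) and Alexa 594-labeled (0.24 uM) tau K18 P301L, heparin-triggered fibrillization over 6 hr at 37 C was scored by ThT fluorescence.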
TRb-SRC2 inh: qHTS for Inhibitors of the Interaction of Thyroid Hormone Receptor and Steroid Receptor Coregulator 2; Thyroid hormone receptor beta (Homo sapiens), P10828; TRbeta-SRC2 peptide binding, fluorescence polarization; receptor liganded with 1 µM T3; Potency, µM (highest dose often 106 µM), for inactives: top-dose activity change, negative = inhibition, most hits filed as inhibitors; actives 0.065% (n = 280,000);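 further: plate controls were bound peptide for no effect and peptide without receptor for full effect; nearly all actives have a fitted effect of over 50% in size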
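Polarization signal, normalized between peptide-alone and full complex controls, measured compound effects on T3-liganded human TRb LBD (0.6 uM) binding 20 nM Texas Red SRC2 peptide after 5 hr.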
HTT ATP protect: qHTS Multiplex Assay to Identify Dual Action Probes in a Cell Model of Huntington: Cytoprotection (ATP); actives 0.14% (n = 230,000); Potency, µM (series often up to 56.4 µM), for inactives: cytoprotection (ATP increase), hits mostly activators; PC12 HTT-Q103 induced, cytoprotection, ATP luminescence, 40 h; AID 1471, 2008;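 further: % of control where 0% means no effect; nearly all actives have a fitted effect of over 45% in size; toxic huntingtin expression switched on by the ecdysone agonist tebufenozide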
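ATP quantification (ATPlite) reports survival of PC12 cells in which tebufenozide, 100 nM final, switches on Htt exon 1 with 103 glutamines linked to GFP; compounds are titrated.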
RECQ1 inh: qHTS Assay for Inhibitors of RecQ-Like Dna Helicase 1 (RECQ1). actives 0.54% (n = 240,000). Potency, µM (doses to about 57.3 µM), for the others: at the top dose activity, negative = inhibition, usual class: inhibitors. RECQ1 DNA unwinding, red fluorescence kinetic read;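 further: plate controls were vehicle for no effect and no enzyme for full effect; nearly all actives have a fitted effect of over 30% in size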
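50 nM RECQ1T1 preincubated 15 min with compound in Tris pH 8.0 buffer with MgCl2, DTT, Tween-20 and 2.5 ug/ml poly(dI-dC); started with 200 nM TAMRA/BHQ-2 forked duplex and 2 mM ATP. Unwinding read as fluorescence (525/598 nm), two reads 2 h apart.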
* hit, by the source's call; i = inactive; ? = inconclusive; · = not tested or not shown; & = joins results of further samples; [ ] = another dose, or the depositor's remark. Unless noted, the call rests on the fitted dose curve; in most records, active means well fitted curve in the direction sought with a large enough effect; inconclusive means small, poorly fitted or top-dose-only effect, or another doubt; inactive means no such curve, though single readings can be large; an effect the other way counts as inactive or inconclusive. Potency means the concentration at half of the fitted maximal effect. Some of the compounds tested. The share of hits here may be higher or lower than overall.

The line under a structure holds: TexasRed fluor	Tau fibril FP	L3MBTL1 inh	Tau fluor cs	Tau ThT inhib	TRb-SRC2 inh	HTT ATP protect	RECQ1 inh
O=C(Nc1ccc2oc(-c3ccc4ccccc4c3)nc2c1)c1ccc2c(c1)OCCO2
 : -4%	-4%	-4%	-24%	?	-1%	-66%[inhibitor]	-3%
Cc1cccc(N(C)S(=O)(=O)c2nnc(NC(=O)C3CCCCC3)s2)c1
 : -56%	-4%	2%	-13%	-8%	-7%	·	·
COc1c(C)cc(Br)cc1C(=O)Nc1cccc(NC(=O)c2ccco2)c1
 : 0%	-10%	21%[11.4 µM]	?	?	-1%	-28%[0.074 µM]	-6%
Cc1ccccc1OCC(=O)NNC(=S)NC(=O)c1ccco1
 : 3%	1%	17%	-15%	?	3%	19%	6%
Cc1ccc(S(=O)(=O)N2CCC(C(=O)OCC(=O)N3CC(=O)Nc4ccccc43)CC2)cc1
 : 2%	-7%	-7%	-11%	-5%	3%	-9%[10 µM]	-1%
COc1ccc(O)c(/C=N/NC(=O)c2c(C)nnn2-c2nonc2N)c1
 : -3%	5%	·	-8%	-6%	7%	-17%	?
CC1CCCCN1CCNC(=O)c1ccc2c(=O)n(CCc3ccccc3)c(=O)[nH]c2c1 (configuration not stated)
 : 1%	1%	·	?	-20%	-2%	-12%	20%
Cc1ccc(-n2c(SCC(=O)Nc3c(C)cccc3C)nc(O)c(C)c2=O)cc1
 : 1%	2%	·	1%	-2%	1%	·	·
O=C(Cc1ccc(-n2c(=O)[nH]c3ccccc3c2=O)cc1)N1CCN(c2ccccc2)CC1
 : 0%	0%	-1%	1%	11%	3%	6%[10 µM]	5%
O=C(CCC(=O)N1CCN(C2CCCCC2)CC1)Nc1nnc(C(F)(F)F)s1
 : 0%	0%	2%	-3%	-1%	-9%	-11%[0.074 µM]	-8%
O=C(CNC(=O)c1ccc(Br)o1)NCc1ccc2c(c1)OCO2
 : 0%	3%	1%	-3%	-11%	-1%	-5%	-10%
CCn1c(SCC(=O)O)nnc1-c1cc2c(C)nn(-c3ccccc3)c2s1
 : 2%	6%	-4%	1%	-6%	3%	-44%[inhibitor]	4%
CNC(=S)Nc1ccc(C23CC4CC(CC(C4)C2)C3)cc1
 : 4%	?	0%	?	-4%	0%	11%[10 µM]	-8%
CCOc1ccc(CCNC(=O)c2cn(C)c3ccc(S(=O)(=O)N4CCOCC4)cc3c2=O)cc1OCC
 : -1%	-12%	·	-22%	-10%	-2%	·	·
Cc1ccc(-n2c(=O)c3c(c4cc(C)ccc4n3C)n(CC(=O)c3ccc(Cl)cc3)c2=O)cc1
 : 0%	-1%	·	-11%	2%	-1%	·	·
Cc1cc(-c2ccco2)n(CC(=O)NCCCc2ccccc2)n1
 : -2%	-9%	11%	3%	-8%	-18%	-3%	-1%
CCn1nc(C(=O)Nc2cccc(C(F)(F)F)c2)c(Cl)c1Cl
 : 3%	-7%	4%	-14%	-18%	5%	-14%	-11%
CCn1c2ccccc2c2cc(NC(=O)CSc3nnc(-c4cccc(C)c4)o3)ccc21
 : 4%	1%	·	?	?	-2%	-28%	i
CC1=C(C(=O)Nc2ccc(C)cc2C)C(c2cccn2C)n2ncnc2N1 (configuration not stated)
 : 4%	-7%	·	5%	5%	-3%	·	·
CCCCNc1ccc2c3c(cccc13)C(=O)N(CCCC)C2=O
 : 0%	?	197%[activator]	?	?	-4%	-16%[10 µM]	-9%
O=C(CNC(=O)c1ccncc1)N/N=C/c1ccc(Br)cc1
 : 1%	-7%	2%	-15%	-10%	-1%	5%[10 µM]	-8%
CCOC1OC(=O)C(Cl)=C1Nc1ccc(C)cc1C (configuration not stated)
 : -8%	7%	8%	-9%	-14%	6%	3%[10 µM]	-4%
CCNC(=O)COC(=O)C1CCC(=O)N(c2ccc(OC)cc2)C1c1ccc(OC)cc1 (configuration not stated)
 : 3%	12%	·	6%	4%	-19%	4%	i
CCC(=O)N1CCc2cc(Br)cc(S(=O)(=O)CCC(=O)NCc3ccc(Cl)cc3)c21
 : 0%	-4%	·	-29%	?	-16%	·	·
COc1ccccc1NC(=O)Cn1nc(C(F)(F)F)c2c1CCCC2
 : 2%	1%	·	-12%	0%	-13%	3%[10 µM]	i
Cc1ccccc1CNC(=O)CCCn1nc(C)c2sc3ccccc3c2c1=O
 : -3%	-14%	·	?	12%	0%	·	·
CCCCCCCCNc1nc(Cl)nc(NCc2ccco2)n1
 : -2%	-15%	-4%	1%	8%	-8%	0%[10 µM]	-2%
O=C(Nc1nonc1NC(=O)c1cccs1)c1cccs1
 : -5%	-5%	·	-7%	-6%	-7%	?	-3%
CCOC(=O)NC(=O)c1cn(CCNCCO)c(=O)[nH]c1=O
 : 1%	2%	3%	-6%	-3%	-3%	·	3%
COc1ccc(O)c(/C=N\NC(=O)CCn2nnc3ccccc32)c1
 : -2%	1%	·	-19%	?	-5%	-69%[inhibitor][10 µM]	11%

Compound profiles (already shown):
CCn1nc(C(=O)Nc2cccc(C(F)(F)F)c2)c(Cl)c1Cl is entered as TexasRed fluor = 3%; Tau fibril FP = -7%; L3MBTL1 inh = 4%; Tau fluor cs = -14%; Tau ThT inhib = -18%; TRb-SRC2 inh = 5%; HTT ATP protect = -14%; RECQ1 inh = -11%
Cc1cc(-c2ccco2)n(CC(=O)NCCCc2ccccc2)n1 is entered as TexasRed fluor = -2%; Tau fibril FP = -9%; L3MBTL1 inh = 11%; Tau fluor cs = 3%; Tau ThT inhib = -8%; TRb-SRC2 inh = -18%; HTT ATP protect = -3%; RECQ1 inh = -1%

Next entries
The line under a structure holds: TexasRed fluor	Tau fibril FP	L3MBTL1 inh	Tau fluor cs	Tau ThT inhib	TRb-SRC2 inh	HTT ATP protect	RECQ1 inh
Cc1ccc(C(=O)Nc2cccc(C(=O)OCc3cc(=O)n4nc(C5CC5)sc4n3)c2)cc1
 : -1%	?	·	6%	?	-2%	·	·
COc1cccc2c1[C@@H]1CN(CCCCn3c(=O)[nH]c4c(sc5ncc(-c6ccccc6)nc54)c3=O)C[C@@H]1CO2
 : -4%	-15%	-6%	?	?	4%	·	i
O=C(CSc1nc2ccccc2nc1Cc1ccc(Cl)cc1)N1CCN(c2ccccc2F)CC1
 : -2%	-5%	·	-9%	-4%	7%	·	·
O=C(C1=C[C@@H]2[C@H]3C(=O)N(c4ccc(Cl)cc4)C(=O)[C@H]3[C@@H](C(=O)c3ccc(Cl)cc3)N2C=C1)c1ccccc1
 : -1%	-19%	-3%	?	14µM*	-8%	11%[10 µM]	1%
COc1ccc(-c2noc(-c3ccoc3C)n2)cc1OC
 : -6%	-14%[2.34 µM]	4%	4%	5%	-4%	20%[10 µM]	-8%
Cc1[nH]c(=O)[nH]c(=O)c1/C=N/NC(=O)CCCCCNC(=O)OC(C)(C)C
 : -3%	-12%	7%	-10%	-6%	2%	12%[10 µM]	i
Cc1ccc(/C(N)=N/OC(=O)/C=C/c2ccccc2)cc1
 : -2%	-11%	28%	-21%	?	-6%	-27%	-6%
O=C(COC(=O)c1c(Cl)cccc1Cl)NC1CCCCC1
 : 1%	-3%	·	-1%	-4%	6%	-15%	-6%
Cn1c(SCc2nc3ccccc3s2)nnc1-c1ccc2c(c1)OCO2
 : -2%	8%	-1%	0%	?	4%	14%	-4%
CC[n+]1c(/C=C/N(C)c2ccccc2)oc2ccccc21
 : -3%	-2%	4%	-12%	-5%	-4%	-34%[10 µM]	2%
O=C(CSc1ncnc2scc(-c3ccccc3)c12)N1CCN(Cc2ccc3c(c2)OCO3)CC1
 : 45µM*[fluorescent]	-14%	?	-21%	?	4%	22%[10 µM]	13µM*
Cn1c(CCNC(=O)c2ccco2)nc2cc(NS(=O)(=O)c3ccc(Cl)cc3)ccc21
 : 0%	-4%	-7%	-12%	-5%	-3%	-2%[0.074 µM]	-3%
CCOC(=O)c1ccc(NC(=O)CSc2cc(-c3ccccc3)nc(C)n2)cc1
 : -42%	?	·	?	?	-4%	·	·
O=C(NC1CCN(Cc2ccccc2)CC1)c1ccc(I)cc1
 : -1%&-1%	-4%&-1%	·	-3%&-2%	0%&-3%	1%&-2%	-8%&-2%	-1%
Cc1nn(-c2ccccc2)nc1C(=O)NNC(=O)c1ccc(C(F)(F)F)cc1
 : -8%	3%	14%	-18%	?	-2%	-1%[10 µM]	i
O=C(N/N=C\c1ccc(-c2ccccc2[N+](=O)[O-])o1)C1COc2ccccc2O1 (configuration not stated)
 : -4%	?	-15%	?	13µM*	3%	-2%[10 µM]	-12%
Nc1ccc(NC(=S)Nc2ccccc2)cc1
 : 1%	10%	-4%	?	-5%	1%	7%[10 µM]	-7%
CCc1cccc(NC(=O)c2c(N3CCCC3=O)c3cc(C)ccc3n2C)c1
 : -3%	5%	·	-11%	-15%	6%	·	·
COCCN(Cc1cc2cc3c(cc2nc1Cl)OCO3)C(=O)Nc1ccc(F)cc1
 : 0%	3%	?	-9%	-4%	-1%	16%[10 µM]	-2%
CCn1c(CSc2ncccn2)nnc1SCC(=O)N1c2ccccc2CC1C (configuration not stated)
 : -5%	-12%	7%	0%	2%	3%	3%[1.9 µM]	-9%
COC(=O)C1(Cc2ccccc2)C=C2C(=C(c3ccccc3)C(=O)C2C)CN1 (configuration not stated)
 : 1%	0%	·	-7%	-6%	9%	-81%[inhibitor]	-6%
COc1ccc(Cn2cccc(NC(=O)Nc3ccc(C#N)cc3)c2=O)cc1
 : -3%	-3%	2%	-2%	0%	-5%	-6%	-12%
